ABCB6 inh MLPCN: human ABCB6 transporter inhibition; Q9NP58; K562-ABCB6 porphyrin accumulation, flow cytometry, 1 h; active compounds read low; fluorescence ratio to DMSO, % at 10 µM; actives 0.19% (n = 360,000);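 active means fluorescence ratio to DMSO below 75%, the collection mean minus 3 SD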;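 further: signal is porphyrin accumulated inside mitochondria; 100% equals median channel fluorescence of DMSO control wells; lower ratio means ABCB6 inhibition with less porphyrin fluorescence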
H9c2 protect: protects H9c2 cardiomyocytes from peroxide injury; H2O2 injury protection, ATPLite, 2 h; protection from H2O2 cell death, % at 20 µM; AID 588492; actives 0.63% (n = 360,000);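 active means compounds giving at least 50% protection of heart cells from peroxide-induced death in the single-dose screen, raw or plate-pattern-corrected value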;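 further: 0% = DMSO wells with peroxide and 100% = DMSO wells without peroxide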
CaV13 ICDI inh: Disruptors of the CACNA1D IQ motif to Ca2+-dependent inactivation inhibitor domain association, primary screening, Förster resonance energy transfer in intact living … | inhibition, % at 12.3 µM | HEK cells, CFP/YFP FRET ICDI-IQ, plate reader, 10 min; percent FRET-ratio fall versus neutral wells | actives 0.098% (n = 340,000);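 active means mean replicate inhibition of at least 30% and at least 1% of replicates passing that level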;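 further: 0% = median of the neutral control wells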
MC4R barr agon: human MC4R agonism via beta-arrestin. actives 0.98% (n = 360,000). activation, % at 8.9 µM. U2OS MC4R beta-arrestin complementation, luminescence; percent of melanotan II response, DMSO zero. P32245;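 active means activation above a per-plate cutoff, the mean activation of sample wells on that plate plus 3 SD, cut at about 8% in these data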
Target sequence (P32245 whole entry, looked up): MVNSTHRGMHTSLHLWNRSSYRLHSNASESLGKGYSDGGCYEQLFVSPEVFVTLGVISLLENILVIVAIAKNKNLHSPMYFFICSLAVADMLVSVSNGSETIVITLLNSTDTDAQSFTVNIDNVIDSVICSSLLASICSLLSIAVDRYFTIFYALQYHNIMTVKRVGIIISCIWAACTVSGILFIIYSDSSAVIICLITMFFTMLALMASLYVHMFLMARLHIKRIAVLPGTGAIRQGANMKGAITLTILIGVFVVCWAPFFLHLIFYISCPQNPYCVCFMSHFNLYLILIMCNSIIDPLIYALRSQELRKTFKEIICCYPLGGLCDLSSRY
MC4R antag cAMP: blocks human MC4R cAMP signaling; actives 0.48% (n = 360,000); inhibition, % at 6.5 µM; MC4R-expressing cells, MTII-stimulated cAMP, LANCE TR-FRET; AID 540295;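 active means inhibition above its plate's cutoff, the mean of tested wells on that plate plus 3 SD, cut at about 29% in these data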;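 further: 0% = Melanotan II alone and 100% = Melanotan II plus saturating MCL0020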
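Material: human MC4R-expressing U2OS cells. Probe or stimulus: Melanotan II challenge. Dosing: 6.5 µM single dose. Times: 30-min compound, 1-h challenge, 1-h detection, room temperature. Technique: TR-FRET with Eu-cAMP and labeled anti-cAMP, 671 nm. Replication: singlicate.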
Vif imaging: blocks HIV Vif function. HEK293T cells, Vif self-association by quenched fluorescence, imaging, 24 h. inhibition, % at 7.49 µM. actives 0.35% (n = 340,000). AID 602346; in the data active means inhibition above about 50%, passing the limit was not always enough; further: some results filed as inactive read as strong as hits
Glyco luc inh: blocks N-linked glycosylation in D54 reporter cells; D54 ERlucT glycosylation luciferase reporter, 24 h; percent of 100 nM tunicamycin response; reporter increase, % at 12.5 µM; actives 0.23% (n = 360,000);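 active means mean luciferase reporter signal, scaled so untreated is 0 and the glycosylation-blocking control 100, at or above a set limit in every replicate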;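 further: luciferase carries N-glycosylation sites so blocking glycosylation raises the light; 0% = median of neutral control wells and 100% = median of 100 nM tunicamycin wells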
m5-HT2A agonist: agonists of mouse serotonin 5-HT2A receptor (HTR2A); CHO-K1 mHTR2A beta-arrestin complementation, luminescence; percent of 30 µM serotonin response; activation, % at 7.6 µM; actives 0.66% (n = 360,000);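 active means activation above a run cutoff, the mean activation of all tested compounds plus 3 SD, cut at about 14% in these data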;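 further: 0% = plate median of compound wells and 100% = 30 µM serotonin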
Target sequence (P35363 whole entry, looked up): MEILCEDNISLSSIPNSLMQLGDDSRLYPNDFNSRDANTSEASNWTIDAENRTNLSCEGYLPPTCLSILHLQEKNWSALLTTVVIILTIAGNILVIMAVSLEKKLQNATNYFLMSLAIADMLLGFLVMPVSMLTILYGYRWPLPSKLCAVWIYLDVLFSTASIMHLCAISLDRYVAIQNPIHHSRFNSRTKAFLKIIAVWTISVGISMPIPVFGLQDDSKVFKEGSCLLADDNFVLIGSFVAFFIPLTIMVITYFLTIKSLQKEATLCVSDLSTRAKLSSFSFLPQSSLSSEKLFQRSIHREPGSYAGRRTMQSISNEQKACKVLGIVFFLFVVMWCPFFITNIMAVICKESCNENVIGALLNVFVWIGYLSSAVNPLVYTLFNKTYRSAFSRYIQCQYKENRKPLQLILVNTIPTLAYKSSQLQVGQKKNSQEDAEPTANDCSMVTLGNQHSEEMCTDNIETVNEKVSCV
PDI inh: blocks human protein disulfide isomerase activity; P07237; PDI insulin aggregation turbidity, A650, 90 min; inhibition, % at 10 µM; actives 0.052% (n = 350,000); AID 588391;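 active means mean inhibition across replicates of 30% or more, whatever share of single replicates reach that level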;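 further: absorbance from insulin aggregation driven by PDI reduction with DTT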
aDG glyco up: alpha-DG glycosylation activation. activation, % at 10 µM. AID 624168. Pro5-aDG cells, alpha-DG glycosylation AlphaScreen (IIH6); 0% Pro5, 100% B10-LARGE cell signal. actives 0.22% (n = 360,000);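 active means activation of at least 8% versus controls, or a plate z-score of at least 8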;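 further: Pro5 are CHO cells carrying HIG-tagged alpha-DG that lacks glycosylation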
An asterisk follows results filed as active; . = not tested or not shown.

Below each compound – ABCB6 inh MLPCN	H9c2 protect	CaV13 ICDI inh	MC4R barr agon	MC4R antag cAMP	Vif imaging	Glyco luc inh	m5-HT2A agonist	PDI inh	aDG glyco up
> Cc1ccccc1C(=O)NC(CC(C)C)C(=O)N1CCN(c2ccccc2)CC1 (configuration not stated)
→ 93	3	-3	-1.2	17	-10	0	-3	-8	0.1
> CCCCn1c2ccc(F)cc2c2nnc(NN)nc21
→ 102	-3	-4	-2.4	-5	-5	-1	3	13	0.3
> CC1CCC(C(C)C)C(OCC(O)CNC(C)C)C1 (configuration not stated)
→ 97	-2	-1	-1.8	8	-3	-2	-2	3	0.1
> Cc1ncsc1C(=O)O
→ 103	0	2	-2.3	-2	-1	1	0	9	-0.1
> Cc1cccc(C)c1NC(=O)CNC(=O)CCCc1c[nH]c2ccccc12
→ 99	0	-1	-1.0	4	18	-1	5	6	0.0
> O=C(NCc1ccco1)/C(=C\c1cccs1)NC(=O)c1ccco1
→ 96	13	-4	-2.1	-8	6	1	8	-11	0.1
> COc1cccc(NC(=O)C2(C)CCN2Cc2ccccc2Cl)c1 (configuration not stated)
→ 100	-8	-6	2.9	10	.	-9	-5	2	0.3
> COc1cc(C2C(C#N)=C(N)Oc3c2oc(CO)cc3=O)ccc1OC(C)C (configuration not stated)
→ 86	-4	-4	-1.1	1	-16	1	3	1	0.0
> Cc1cc(C(=O)OCC(=O)NCCN2C(=O)CSC2=O)ccc1[N+](=O)[O-]
→ 99	-4	-6	0.7	15	0	5	-1	-3	-0.4
> COc1ccc(CN2CCN(C(=O)c3ccc4nc(N5CCOCC5)sc4c3)CC2)c(OC)c1OC
→ 95	-2	-1	-3.3	3	3	1	-4	6	-0.3
> NNC(=O)c1cc2cc3ccccc3nc2s1
→ 89	24	-20	-0.3	3	7	2	5	-16	-0.3
> O=C(c1cccc(F)c1)N1CCN(C2CCCCC2)CC1
→ 98	-3	-8	0.8	-1	15	1	0	-6	0.1
> O=C(Nc1cccc(Cl)c1)Nn1cnnc1
→ 102	5	-3	0.5	10	-24	1	-7	-4	0.0
> Clc1nssc1=Nc1ccc(Br)cc1
→ 95	-37	-7	-0.6	-1	-3	1	5	-4	0.0
> O=C(Nc1ccccc1C(=O)O)c1cccc(NS(=O)(=O)c2ccc(Br)cc2)c1
→ 103	3	-5	-2.5	-3	-1	0	5	3	-0.2
> Cc1ncc(CO)c(/C=N/NC(=O)c2ccccc2Br)c1O
→ 103	18	-4	-1.9	8	1	2	-3	4	-0.4
> CC(CC(=O)N1CCN(S(=O)(=O)c2ccccc2)CC1)n1cncn1 (configuration not stated)
→ 101	-4	-19	-1.9	-1	16	1	-5	15	-0.1
> NC(=O)N/N=C1\CCS(=O)(=O)c2ccc(F)cc21
→ 98	-1	-3	-1.2	14	.	2	6	-6	0.0
> Cc1cc(NS(=O)(=O)c2ccc(NC(=S)NC(=O)/C=C/c3ccccc3)cc2)no1
→ 100	1	-7	-2.1	18	6	-2	1	-5	0.1
> CSCC[C@H](NC(=O)c1ccc(Cl)c([N+](=O)[O-])c1)c1nc2ccccc2[nH]1
→ 100	-2	-5	-2.6	22	0	-2	-3	-3	0.5
> COc1ccc(NC(=O)Nc2ccc(F)c(F)c2)c(OC)c1
→ 93	-6	-4	-1.3	0	4	-4	-5	-4	0.2
> COC(=O)CN(C(=S)Nc1ccc(F)cc1)C1CC(=O)N(c2ccccc2)C1=O (configuration not stated)
→ 101	4	-17	-2.3	-2	7	3	2	1	-0.4
> O=C(CCN1CCCCO1)NC1CCCc2c1cnn2-c1ccc(F)cc1F (configuration not stated)
→ 91	-1	-5	-0.5	1	-5	-1	1	0	0.3
> CC(=O)c1ccc(OCc2cn(CC(=O)c3ccc(O)cc3)nn2)cc1
→ 100	3	-5	-1.4	-1	-7	2	2	-3	-0.2
> CC(C)OCCCNC(=S)NNC(=O)c1ccc(Cl)c(Cl)c1
→ 97	-9	-2	-4.5	-2	7	0	0	-6	0.1
> CC(=O)c1ccc(N2CCN(C(=S)NCCCN(C)C)CC2)cc1
→ 99	0	0	-2.3	5	3	7	-9	8	-0.1
> COc1ccc(-c2cc3ncnc(Cl)c3s2)cc1
→ 111	-16	-19	0.1	-5	3	-4	1	-5	-0.1
> COc1ccccc1C1NC(=O)NC(C)=C1C(=O)OCc1ccccc1 (configuration not stated)
→ 102	0	-3	0.0	1	-2	-1	-3	-1	0.1
> COc1ccccc1CNC(=O)CCNC(=O)N1CC(=O)Nc2ccccc21
→ 107	2	-6	-3.3	2	-4	10	2	-3	-0.1
> CC1CCC(C(=O)NC(C(=O)N2CCC(N3CCCCC3)CC2)C(C)C)CC1 (configuration not stated)
→ 90	1	-3	1.6	13	2	-1	4	3	0.4
> Cc1ccc(S(=O)(=O)N2[C@@H](c3ccc(Cl)cc3)C(C(=O)O)=C[C@H]2CC2CCCC2)cc1
→ 95	-10	-6	2.9	-1	.	1	9	2	-0.1
> Nc1c(Cl)ncnc1Nc1ccc(C(=O)O)cc1
→ 100	3	-5	-0.1	-5	4	1	0	3	0.0
> Cc1ccc(S(=O)(=O)N2CCOCC2)cc1NC(=O)COC(=O)c1ccc2c(c1)OCO2
→ 99	5	-6	1.9	8	.	1	-3	1	-0.2
> CC(C)N1CCC(N2CCN(C3CCCCCC3)CC2CCO)CC1 (configuration not stated)
→ 100	1	-19	-0.6	17	8	-1	-2	1	0.0
> CC1CN(C(=O)N2CCCCC2)CCN1C(=O)N1CCCCC1 (configuration not stated)
→ 104	-1	7	0.7	3	-5	1	0	17	0.0
> CCOC(=O)C1(CC2CC2)CCN(S(=O)(=O)C[C@]23CC[C@H](CC2=O)C3(C)C)CC1
→ 96	3	4	-2.8	-1	-4	1	1	1	0.5
> COCC1CCN(C(=O)C2CCC(=O)N(CC3CCCCC3)C2)CC1 (configuration not stated)
→ 99	1	-3	-2.4	16	-4	1	2	-5	-0.1
> ON1C2CCCCC2N(O)C1c1c(F)c(F)c(F)c(F)c1F (configuration not stated)
→ 95	-2	-4	-0.7	3	16	2	1	-1	0.0
> O=C(O/N=C\c1ccc(N2CCCCC2)c([N+](=O)[O-])c1)c1ccc(Cl)cc1Cl
→ 110	-3	.	-1.7	1	0	1	-8	4	0.1
> CCn1c(C)cc(C(=O)COC(=O)c2cccnc2SC)c1C
→ 103	-6	-4	-1.4	11	8	-8	3	3	0.0
> CCCc1cc(=O)[nH]c2nnc(SCC(=O)Nc3nnc(SCC)s3)n12
→ 90	0	-2	-3.0	3	9	2	3	8	-0.1
> CCOC(=O)c1sc2nc(CC(=O)OC)nc(N3CCN(c4ccc(OC)cc4)CC3)c2c1C
→ 98	1	-5	-1.9	14	-13	-4	-6	1	-0.6
> O=C(O)C1(S(=O)(=O)CCC(F)=C(F)F)CC1
→ 95	-8	3	-3.2	7	-2	2	0	1	-0.4
> Cn1c(SCC(=O)Nc2ccccc2)nc2c([nH]c3ccccc32)c1=O
→ 98	28	-5	2.3	-19	.	11	2	-3	0.1
> O=c1cccccc1NCc1ccccc1
→ 101	12	-4	-1.7	-6	-3	1	7	13	-0.3
> CCOCCCNC(=O)Cn1cnc2c(cnn2-c2ccc(F)cc2)c1=O
→ 101	0	-20	-1.3	14	3	-1	-1	-4	0.2
> Cc1nnc(NC2=NCCCCC2)o1
→ 96	7	-7	-1.9	-2	38	-1	5	-4	-0.2
> COc1ccc(-n2nc3c(c2NC(=O)c2c(F)cccc2Cl)CS(=O)C3)cc1 (configuration not stated)
→ 96	11	-5	-0.5	9	12	1	-1	4	-0.1
> Nn1c(SCC(=O)Nc2ccc(F)cc2F)nnc1C1CCCCC1
→ 94	0	-6	-1.8	6	-5	2	5	2	-0.2
> C[C@]12c3[nH]c4cc(-c5ccco5)ccc4c3CCN1C(=O)[C@@H](CC(=O)NCc1cccc(C(F)(F)F)c1)C[C@@H]2C(=O)N1CCCCC1
→ 98	-16	-8	2.8	4	.	-1	7	-8	0.6
> Cc1ccc(S(=O)(=O)/N=C(/Nc2ccccc2C)c2ccccc2)cc1
→ 99	-4	-6	-1.7	9	-3	-4	5	-6	0.3
> CC(C)C[C@H]1CN(CCCC[C@H]2CNC(=O)C(=O)N2Cc2ccccc2)C(=O)C(=O)N1Cc1ccccc1
→ 101	.	-4	.	.	.	.	0	.	0.0
> Cc1ccc(S(=O)(=O)N2CCN(C(=O)c3sccc3C)CC2)cc1
→ 95	-5	-5	-0.7	-3	-7	-2	1	1	0.1
> Cc1nc(N2CCN(C(c3ccccc3)c3ccccc3)CC2)[nH]c(=O)c1C
→ 112	0	.	0.4	5	0	-3	8	-3	0.0
> COc1cc(/C=N\NC(=O)c2ccc(-c3ccccc3)cc2)cc(OC)c1O
→ 96	10	-10	-3.5	3	-4	15	-8	1	0.6
> CCOC(=O)c1c(NC(=O)CCN2CCOCC2)sc(C)c1-c1ccccc1
→ 101	-10	-7	-2.0	9	-7	-3	-3	8	0.1
> COCCn1c(SCC(=O)N2CC(=O)Nc3ccccc32)nnc1-c1ccoc1C
→ 102	4	-3	-0.8	5	-5	3	-3	-3	-0.3
> N#Cc1c(SCC(=O)O)nc(N2CCOCC2)c2c1CCCC2
→ 95	5	-5	-1.7	6	-1	1	3	3	-0.2
> COc1ccc(-c2c(C(=O)c3ccccc3)[nH]c(N)c2C(N)=O)cc1OC
→ 93	.	-5	.	.	.	.	-1	.	0.0
> O=C1NC[C@@H](Cc2cccc3ccccc23)N(CC2(c3ccccc3)CC2)C1=O
→ 101	-2	-6	0.9	-8	-10	0	16*	-4	-0.2

(continued)
Below each compound – ABCB6 inh MLPCN	H9c2 protect	CaV13 ICDI inh	MC4R barr agon	MC4R antag cAMP	Vif imaging	Glyco luc inh	m5-HT2A agonist	PDI inh	aDG glyco up
> O=C(CN1CCC(C(=O)c2ccc(F)cc2)CC1)Nc1ccc(F)cc1
→ 90	-1	-5	-1.0	1	-35	-4	-8	6	0.7
> COc1ccc(OC)c(/C=C/C(=O)OCC(=O)NCc2ccccc2)c1
→ 93	6	-6	-2.7	-2	-3	-1	-3	5	-0.1
> O=C(CSCc1nc2ccccc2[nH]1)Nc1ccc2ccccc2c1
→ 98	-4	-6	0.8	2	-11	5	-3	-4	0.1
> O=C(COc1ccccc1)Nc1ccc(Cl)c(-c2nc3ncccc3o2)c1
→ 96	-7	-2	-1.8	7	16	1	1	-7	-0.3
> COc1cc(NC(=O)CN2C(=O)COc3ccc(S(=O)(=O)N4CCCCC4)cc32)cc(OC)c1
→ 100	1	-2	1.5	4	21	1	0	5	0.3
> C=CCNC(=S)NNc1nc(N2CCCC2)nc(N2CCCC2)n1
→ 93	1	-21	-0.9	-2	-3	-1	6	-3	0.1
> Cc1ccccc1NS(=O)(=O)c1ccc(NC(=O)c2ccco2)cc1
→ 93	-9	.	0.6	9	.	-4	1	-7	0.4
> Cc1ccc(C)n1NC(=O)c1cccs1
→ 108	-2	-3	1.3	9	8	1	0	-3	-0.1
> Clc1ccc(-c2nnc(CNC3CC3)o2)cc1
→ 100	1	0	-0.1	14	0	2	4	0	-0.6

Screening results as filed in PubChem.
